# BLM inh – blocks DNA unwinding by human BLM helicase | P54132 | recombinant BLM DNA unwinding, fluorescence dequenching | Potency, µM (top dose mostly 56.1 µM), for the others: at the highest dose activity change, negative = inhibition, actives largely listed as inhibitors | actives 0.2% (n = 350,000);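 note: potency is the fitted concentration of half-maximal effect; plate controls were vehicle for no effect and no enzyme for full effect; nearly all actives have a fitted effect of over 35% in size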
# Glioma ERSR ind – ER stress response induction in glioma | Potency, µM, inactives show at the highest dose activation, actives largely listed as activators | AID 602332 | actives 0.02% (n = 420,000) | U87-MG GRP78 promoter luciferase reporter, 16 h; note: potency is the fitted concentration of half-maximal effect; series mostly up to about 76 µM; % of control where 0% means no effect; nearly all actives have a fitted effect of over 35% in size
#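 ERSR induction read as luciferase luminescence (Bright-Glo, 10 min at room temperature) in stably transfected human U87-MG glioma cells exposed to compounds for 16 h, using GRP78 as sensor.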
# APE1 inh – inhibitors of human APE1 endonuclease; P27695; actives 0.35% (n = 350,000); AID 2517; recombinant APE1, TAMRA/BHQ-2 abasic DNA cleavage fluorescence; Potency, µM (titrated, usually from 65.8 µM), without a hit: top-dose activity change, negative = inhibition, hits mostly inhibitors;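 note: potency is the fitted concentration of half-maximal effect; plate controls were vehicle for no effect and reference inhibitor for full effect; nearly all actives have a fitted effect of over 55% in size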
#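 Endonuclease cleavage of a quenched abasic-site DNA duplex (50 nM) by APE1 (0.75 nM) was tracked by TAMRA dequenching. Compounds were preincubated with enzyme 15 min at room temperature; data normalized to buffer-only and DMSO wells plus NSC13755 control.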
# LDHA inh – LDHA (human) enzyme inhibition; P00338; purified LDHA, NADH/diaphorase-resazurin fluorescence; stronger effect = lower value; activity change, % (values are at about 110 or 230 µM); actives 0.15% (n = 480,000); AID 1347041; in the data active = activity change below about -30%; inconclusive = mostly about -25% to -30%;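 note: plate controls were DMSO wells for no effect and wells without enzyme for full effect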
#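 Human LDH5 at 2 nM final in Tris HCl pH 7.4 with 0.06 mM NADH and 0.2 mM pyruvate, reacted 5 minutes at room temperature. Remaining NADH coupled via diaphorase/resazurin; resorufin fluorescence read at 0 and 20 minutes, normalized to enzyme-free and DMSO wells.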
# POLB inh – DNA polymerase beta (human) inhibition; P06746; Pol beta primer extension/strand displacement, fluorescence kinetic; Potency, µM (highest dose often 114 µM), for inactives: top-dose activity change, negative = inhibition, usual class: inhibitors; actives 1.3% (n = 340,000); AID 485314; note: potency is the fitted concentration of half-maximal effect; % is set by controls: 0 for no effect and ±100 for the full control effect
#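 Reaction started by 50 nM substrate onto compound-treated Pol beta (10 nM, 15 min preincubation, room temperature); plates read at 0 min and 10 min. Normalized concentration-effect data fitted by four-parameter Hill equation.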
# Anesthetic bind – binds horse apoferritin like a general anesthetic; Potency, µM (top dose mostly 77.5 µM), inactives show at the top dose activity change, negative = displacement, most hits filed as inhibitors; actives 0.074% (n = 350,000); apoferritin/1-aminoanthracene competitive binding, fluorescence; P02791; note: potency is the fitted concentration of half-maximal effect; % is set by controls: 0 for no effect and ±100 for the full control effect; nearly all actives have a fitted effect of over 20% in size
# Target sequence (P02791 2-175 limits assumed): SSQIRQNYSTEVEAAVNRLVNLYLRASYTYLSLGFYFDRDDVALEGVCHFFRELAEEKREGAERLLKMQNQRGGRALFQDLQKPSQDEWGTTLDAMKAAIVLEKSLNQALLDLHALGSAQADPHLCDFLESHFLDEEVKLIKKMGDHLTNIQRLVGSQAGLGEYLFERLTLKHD
#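 Horse-spleen apoferritin (10 uM) in 50% saturated 1-aminoanthracene in PBS was incubated 10 min at room temperature with compound. Fluorescence (ex 380, em 535 nm) was normalized to free and bound 1-AMA, with concentration-response fitted by a four-parameter Hill equation.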
# POLK inh – DNA polymerase kappa (human) inhibition; Q9UBT6; purified Pol kappa, fluorescent DNA synthesis assay, 10 min; Potency, µM (top dose mostly 107 µM), for inactives: top-dose activity, negative = inhibition, hits mostly inhibitors; actives 0.53% (n = 400,000); note: potency is the fitted concentration of half-maximal effect; % is set by controls: 0 for no effect and ±100 for the full control effect
#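 Enzyme at 10 nM met test compounds for 15 min at room temperature. Substrate addition (50 nM final) began the reaction, which was monitored by fluorescence at 0 and 10 min.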
# Pol eta inh – inhibitors of human DNA polymerase eta | recombinant Pol eta, fluorescent DNA replication assay | Potency, µM (doses to about 114 µM), for inactives: at the top dose activity change, negative = inhibition, actives largely listed as inhibitors | actives 1.2% (n = 390,000) | AID 588591; note: potency is the fitted concentration of half-maximal effect; % is set by controls: 0 for no effect and ±100 for the full control effect
# Target sequence (Q9Y253 whole entry, looked up): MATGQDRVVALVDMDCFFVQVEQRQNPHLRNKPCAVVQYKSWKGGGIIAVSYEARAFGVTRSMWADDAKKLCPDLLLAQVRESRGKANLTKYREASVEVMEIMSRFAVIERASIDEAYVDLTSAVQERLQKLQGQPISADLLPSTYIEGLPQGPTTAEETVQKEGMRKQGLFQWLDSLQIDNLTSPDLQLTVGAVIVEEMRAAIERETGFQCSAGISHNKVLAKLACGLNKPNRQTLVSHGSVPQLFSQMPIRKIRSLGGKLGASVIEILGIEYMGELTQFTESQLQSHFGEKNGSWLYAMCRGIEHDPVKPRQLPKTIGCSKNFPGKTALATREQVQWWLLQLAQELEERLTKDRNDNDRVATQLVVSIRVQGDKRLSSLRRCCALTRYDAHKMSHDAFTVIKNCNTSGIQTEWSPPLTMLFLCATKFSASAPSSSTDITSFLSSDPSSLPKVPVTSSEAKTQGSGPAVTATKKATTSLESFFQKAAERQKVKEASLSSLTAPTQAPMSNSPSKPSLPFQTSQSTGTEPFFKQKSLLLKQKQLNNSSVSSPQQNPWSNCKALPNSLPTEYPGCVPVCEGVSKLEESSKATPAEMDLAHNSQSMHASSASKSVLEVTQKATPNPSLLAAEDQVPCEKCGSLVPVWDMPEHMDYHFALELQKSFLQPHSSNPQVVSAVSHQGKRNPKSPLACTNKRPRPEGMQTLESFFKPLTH
#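 Fluorescent replication assay: 50 nM final substrate added after a 15 min room-temperature compound preincubation with 10 nM enzyme. Signal taken at 0 min and again at 10 min.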
# Pol iota inh – inhibitors of human DNA polymerase iota; Q9UNA4; Pol iota fluorescent replication assay, 10 min; Potency, µM (series often up to 115 µM), for the others: at the top dose activity, negative = inhibition, hits mostly inhibitors; actives 1% (n = 390,000); note: potency is the fitted concentration of half-maximal effect
#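 Pol iota at 10 nM preincubated 15 min with compounds at room temperature; reaction started with fluorescent substrate, 50 nM final. Fluorescence read kinetically at 0 and 10 min; buffer-only wells as negative control.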
# Starred values were filed as active, the others as inactive; ? = inconclusive; nt = no result given; & = joins results of further samples; ! = repeats disagree; [ ] = dose if it differs, or a comment. Unless noted, calls come from the whole dose curve; as a rule, active = well fitted curve in the direction sought with a large enough effect; inconclusive = small, poorly fitted or top-dose-only effect, or another doubt; inactive = no such curve, though single readings can be large; an effect the other way counts as inactive or inconclusive. These rows are one share of the data; the hit share may differ from the screen's.
SMILES,BLM inh,Glioma ERSR ind,APE1 inh,LDHA inh,POLB inh,Anesthetic bind,POLK inh,Pol eta inh,Pol iota inh
CC(=O)Oc1ccc2nc(CN3C(=O)c4ccc([N+](=O)[O-])cc4C3=O)oc(=O)c2c1,1%,-1%,-4%,4,-1%,-4%,-14%,-10%,32%[activator]
COc1ccc(OC)c(/C=C(/C#N)c2nc(-c3ccc(-c4ccccc4)cc3)cs2)c1,-1%,-2%,nt,-2,-8%,0%,-8%,-14%,-4%
Cc1csc(Sc2ccc(C(=O)OCC(=O)Nc3ccc(F)cc3[N+](=O)[O-])cc2[N+](=O)[O-])n1,0%,-5%,8%,-6,15%,0%,-7%,-6%,123%[activator]
CCCN1Cc2cccc(C(=O)NCc3ccccc3)c2C1=O,-2%,-1%,2%,-3,25%,-18%,-16%,-6%,3%[58.9 µM]
CCO/C=C1/C(=O)N(Cc2ccccc2)C(=O)c2ccccc21,-28%,-5%,?,-8,24%,-5%,-12%,?,?
CCOC(=O)c1c(C)[nH]c(C)c1S(=O)(=O)NCCc1ccco1,-3%,2%,-5%,-2,4%,-7%,-13%,-18%,10%
CN(C)CCNC(C(=O)Nc1cccc(C(F)(F)F)c1)c1ccccc1 (centres undefined),0%,-1%,-4%,-37*,6%,-12%,-5%,-20%,47%
COc1c2occc2c(OC)c2c(=O)cc(C)oc12,-12%,-3%&-5%&-4%,15%,-4,0%,-4%,-14%,-2%,-5%
Cc1cccc(C)c1OCCOCCN1CCN(C)CC1,0%,-3%&1%,6%,-43*!,23%,-4%,1%&-2%,2%&-14%,?
COC(=O)c1cc(CN2C(=O)c3ccccc3C2=O)c(O)c([N+](=O)[O-])c1,-4%,0%,34%[activator],-3,-6%,27%,-9%[60.1 µM],-11%,8%
Cc1ccc(CNC(=O)COC(=O)c2cnc(C)cn2)cc1,-2%,-3%,3%,-7,14%,-5%,1%,-3%,13%
Cn1cc(/C=C2\SC(=S)N(NC(=O)c3cccc(Cl)c3)C2=O)c2ccccc21,-5%,-2%,0%,-1,0%,-1%,10%,14%,20%
COc1cc(C)c(Cl)c(C)c1S(=O)(=O)NCc1cccnc1,0%,-6%,-6%,-16,3%,-4%,-5%,8%,10%
O=C(CS(=O)(=O)c1ccc2ccccc2c1)N1CCCCCC1,-2%,4%,-8%,-5,-10%,-13%,-7%,-19%,71%[activator]
O=C1OC(c2ccccc2)(c2cc(Br)c(O)c(Br)c2)c2ccccc21 (centres undefined),nt,-4%,nt,-2,nt,nt,-1%,?,?
COc1cccc(NC(=O)Nc2nnc(CC(=O)Nc3ccccc3)s2)c1,-4%,-4%,10%,-7,-4%,-2%,10%,1%,-1%
CC(C)=CCc1cc([C@@H]2CC(=O)c3ccc(O)c(CC=C(C)C)c3O2)ccc1O,nt,-6%,nt,-16,nt,nt,-11%,-24%,10%
COCCN(CCOC)S(=O)(=O)c1ccc(OC)cc1,1%,-1%,?,-1,13%,-14%,-1%,-2%,8%
N/C(=N\OC(=O)COc1ccc(Br)cc1Cl)c1ccncc1,-3%,3%,-11%,1,10%,-5%,-18%,-20%,-1%
N#Cc1ccccc1/C=C/C(=O)N1CCOCC1,3%,-3%,5%,-2,0%,-1%,-2%,-16%,100%[activator]
COc1ccc(-n2c(Cc3cccn3C)nnc2SCC(=O)Nc2ccc3c(c2)OCO3)cc1,-2%,-1%,13%,2,-2%,-11%,-20%,-9%,1%
COc1ccc(CN(CCNC(=O)CCCCC(=O)NCCN(Cc2ccc(OC)cc2)C(C)C)C(C)C)cc1,nt,-2%,nt,-2,nt,nt,-21%,-8%,-8%
CCOCCSc1c(C)cnc2c1c(=O)n(C)c(=O)n2C,2%,0%,nt,-6,6%,-11%,-7%[60.1 µM],-5%,31%[activator]
Cc1ccc(-c2c(C(=O)N/N=C/c3ccc(C)o3)nnn2-c2nonc2N)cc1,-2%,-5%,1%,-3,25%,-15%,-13%,0%,-15%
CN(c1ccccc1)S(=O)(=O)c1cccc(NS(=O)(=O)c2cccc(C(=O)O)c2)c1,nt,-4%,5%,-3,nt,nt,-15%,-7%,1%

# In a second layout: 2 of the compounds above
SMILES	BLM inh	Glioma ERSR ind	APE1 inh	LDHA inh	POLB inh	Anesthetic bind	POLK inh	Pol eta inh	Pol iota inh
COc1cccc(NC(=O)Nc2nnc(CC(=O)Nc3ccccc3)s2)c1	-4%	-4%	10%	-7	-4%	-2%	10%	1%	-1%
Cc1csc(Sc2ccc(C(=O)OCC(=O)Nc3ccc(F)cc3[N+](=O)[O-])cc2[N+](=O)[O-])n1	0%	-5%	8%	-6	15%	0%	-7%	-6%	123%[activator]

# Going on with the list:
SMILES,BLM inh,Glioma ERSR ind,APE1 inh,LDHA inh,POLB inh,Anesthetic bind,POLK inh,Pol eta inh,Pol iota inh
CC(OC(=O)c1ccco1)C(=O)NCc1cccs1 (centres undefined),4%,0%,-5%,-8,-3%,1%,-18%,-9%,0%
COc1ccc(NC(=O)CC(C)=O)c(OC)c1,-3%,-13%,-3%,6,0%,2%,-1%,4%,-28%
NS(=O)(=O)c1ccc(NC(=O)COC(=O)C23CC4CC(CC(C4)C2)C3)cc1,-6%,-4%,-6%,-3,11%,-20%,-9%,-3%,13%
O=C(CN1CCN(c2ccccc2O)CC1)Nc1ccc(S(=O)(=O)N2CCCCCC2)cc1,nt,-1%,-13%,1,nt,nt,-9%,-9%,13%
O=C(c1cc(-c2cccnc2)nc2ccc(Cl)cc12)N1CCN(S(=O)(=O)c2cccs2)CC1,-11%,-3%,4%,-7,60%,-2%,-14%,?,?
O=C(CCn1c(=S)oc2ccccc21)NC1CCCCCC1,-1%,-3%,6%,-2,32%,-8%,8%,-9%,29%
N#Cc1c(N)c(C#N)c(-c2ccc(O)cc2)c2c1CCCC2,-18%,-3%,-2%,0,-22%,-20%,-11%,-19%,0%
CC(C)CC(=O)Nc1c(C(=O)N2CCN(Cc3ccccc3)CC2)oc2ccccc12,-3%,-4%,12%,-13,-3%,-9%,-5%,-18%,33%[activator]
Cc1ccc(NC(=S)NNC(=O)c2cn(C)nc2C)cc1,-3%,-2%,-1%,-5,35%,-9%,-3%,5%,?
COc1ccc(-c2noc(-c3ccc(NCc4cccnc4)c([N+](=O)[O-])c3)n2)cc1OC,-4%,-1%,nt,2,?,?,-1%,-9%,-5%
COc1cccc(NC(=S)N(CCCN2CCCC2)Cc2ccco2)c1,1%,2%,3%,-1,5%,-6%,3%,-15%,24%
O=c1c2c3c(sc2n2cnnc2n1-c1ccccc1)N(Cc1ccccc1)CCC3,4%,-4%,3%,4,12%,-10%,-11%,9%,40%[activator]
CCOc1ccc(NC(=O)CCC(=O)NNC(=O)Nc2ccc(Cl)cc2)cc1,-3%,0%,-2%,-7,-21%,-4%,-11%,5%,80%[activator]
CN(C)c1ncc2nc(-c3ccc(F)cc3)c(=O)n(C)c2n1,0%,0%,0%,nt,nt,nt,2%[60.1 µM],nt,nt
COC(=O)c1ccccc1NC(=O)Cn1nc(C(F)(F)F)c2c1CCC2,-9%,-1%,-3%,1,?,-21%,-17%,-26%,13%
CCN(CC)CCCN=Cc1c(O)n(-c2cccc(C)c2)c(=O)c2ccccc12,3%,-4%,-4%,2,6%,84%[activator],-10%,-3%,14%
NCCNC[C@@H]1COC2(CCCCCCCCCCC2)O1,-2%,-6%,17%,-3,7%,-5%,-7%,-15%,93%[activator]
Cc1noc(C)c1CSc1nnc(-c2c[nH]c3ccccc23)n1-c1ccc(Cl)cc1,-3%,-2%,-1%,-5,29%,-3%,-17%,-3%,1%
CCOc1ccc2nc(Cl)sc2c1,-2%,-1%,-1%,-9,1%,-3%,-5%,-9%,115%[activator]
COc1ccc(OC)c2nc3c(cc12)CCC3,0%,-4%,-4%,2,?,-3%,-14%,3%,144%[activator]
COC(=O)c1sccc1NC(=O)Cc1ccc(OC)c(OC)c1,-5%,3%,9%,-5,0%,-5%,-10%,-7%,-1%
CC(C)Cn1c(N)c(C(=O)CSc2nnnn2C)c(=O)n(C)c1=O,0%,0%,0%,1,0%,-7%,-8%,-14%,-15%
CC(C)=CCC/C(C)=C\COc1c2ccoc2cc2oc(=O)ccc12,-9%,1%,11%,nt,nt,nt,-12%[19.4 µM],nt,nt
Nc1cc(=O)[nH]c(SCC(=O)Nc2cccc(S(=O)(=O)N3CCCCC3)c2)n1,nt,-1%,23%,-13,nt,nt,-12%,-5%,11%
COc1ccc(-c2c(-c3cc(OC)cc(OC)c3)n(C)c3ccc(-c4ccc(SC)cc4)cc23)cc1,nt,1%,-10%,-8,nt,nt,-19%,-19%,18%
# Following part
SMILES,BLM inh,Glioma ERSR ind,APE1 inh,LDHA inh,POLB inh,Anesthetic bind,POLK inh,Pol eta inh,Pol iota inh
CCOc1ccc(/C(O)=C2/C(=O)C(=O)N(CCOCCO)C2c2cccnc2)cc1 (centres undefined),1%,-3%,-2%,-8,17%,-18%,-3%,-16%,15%
COc1cccc(NC(=O)CNS(=O)(=O)c2ccc(Cl)cc2)c1,-2%,-4%,-3%,-2,40%,-7%,-4%,-8%,120%[activator]
Cc1cc(C)n(-c2nc3ccccc3nc2Nc2ccc(N(C)C)cc2)n1,-4%,0%,nt,2&-1,2%,-1%,11%,-28%,6%
O=C(CCNS(=O)(=O)c1ccccc1)Nc1ccccc1,-5%,1%,?,0,39%,-1%,-1%,-8%,14%
COc1cccc(CNC(=O)Cn2ncc3c(=O)oc4ccccc4c32)c1,-8%&-7%,-6%&2%,?,-9&-4,26%&0%,-3%&-16%,0%&-6%,-16%&-3%,49%&-19%[activator]
Cc1ccc(S(=O)(=O)N2CCc3cc(C(=O)N(C)Cc4ccccc4)ccc32)cc1,-7%,-1%,nt,-1,2%,43%[activator],-23%,-25%,?
CCn1cc(S(=O)(=O)NCCc2ccc(OC)c(OC)c2)cn1,-2%,-3%,8%,0,0%,-3%,14%,-8%,-16%
CCNc1nc(Oc2ccc(OC)cc2)cc(C(F)(F)F)n1,?,-2%,17%,-1,2%,-13%,-20%,-21%,29%
Nc1c(-c2ccccc2)cnn1-c1cccc(Cl)c1,1%,-4%,27%,-1,6%,-17%,-3%,-23%,75%[activator]
